ABCB6 inh MLPCN: inhibitors of human ABC transporter ABCB6; K562-ABCB6 porphyrin accumulation, flow cytometry, 1 h; hits give low values; fluorescence ratio to DMSO, % at 10 µM; 360,000 tested, 0.19% active; AID 602162;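 active = fluorescence ratio to DMSO below 75%, the collection mean minus 3 SD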;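 note: signal is porphyrin accumulated inside mitochondria; 100% equals median channel fluorescence of DMSO control wells; lower ratio means ABCB6 inhibition with less porphyrin fluorescence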
H9c2 protect: myocardial damage modulation in H9c2 cells; H9c2 cardiomyocytes, H2O2 injury protection, ATPLite, 2 h; protection from H2O2 cell death, % at 20 µM; 360,000 tested, 0.63% active; AID 588492;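 active = compounds giving at least 50% protection of heart cells from peroxide-induced death in the single-dose screen, raw or plate-pattern-corrected value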;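 note: 0% = DMSO wells with peroxide and 100% = DMSO wells without peroxide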
Glyco luc inh: N-linked glycosylation inhibition | D54 ERlucT glycosylation luciferase reporter, 24 h; percent of 100 nM tunicamycin response | reporter increase, % at 12.5 µM | 360,000 tested, 0.23% active;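 active = mean luciferase reporter signal, scaled so untreated is 0 and the glycosylation-blocking control 100, at or above a set limit in every replicate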;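 note: luciferase carries N-glycosylation sites so blocking glycosylation raises the light; 0% = median of neutral control wells and 100% = median of 100 nM tunicamycin wells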
iPSC survival up: hiPSC single-cell survival enhancement; 360,000 tested, 0.044% active; AID 602274; ATPlite luminescence; 100% = ROCK inhibitor wells, 0% = DMSO; survival enhancement, % at 20 µM; in the data active = survival enhancement above about 18%;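 note: cells exposed to compounds for 16 hours before the ATP read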
Vif imaging: inhibitors of HIV Vif; HEK293T cells, Vif self-association by quenched fluorescence, imaging, 24 h; inhibition, % at 7.49 µM; 340,000 tested, 0.35% active; in the data active = inhibition above about 50%, passing the limit was not always enough; note: some results filed as inactive read as strong as hits
CaV13 FRET inh: Primary screen for inhibitors of IQ motif and Ca2+-dependent inactivation inhibitor domain binding in CACNA1D, Förster resonance energy transfer in living cells, … | HEK cells, CFP/YFP FRET ICDI-IQ, plate reader, 10 min; percent FRET-ratio fall versus neutral wells | inhibition, % at 12.3 µM | 340,000 tested, 0.098% active;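 active = mean replicate inhibition of at least 30% and at least 1% of replicates passing that level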;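 note: 0% = median of the neutral control wells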
PDI turbidity: inhibitors of human protein disulfide isomerase; P07237; PDI insulin aggregation turbidity, A650, 90 min; inhibition, % at 10 µM; 350,000 tested, 0.052% active;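 active = mean inhibition across replicates of 30% or more, whatever share of single replicates reach that level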;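 note: absorbance from insulin aggregation driven by PDI reduction with DTT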
Target sequence (P07237 whole entry, looked up): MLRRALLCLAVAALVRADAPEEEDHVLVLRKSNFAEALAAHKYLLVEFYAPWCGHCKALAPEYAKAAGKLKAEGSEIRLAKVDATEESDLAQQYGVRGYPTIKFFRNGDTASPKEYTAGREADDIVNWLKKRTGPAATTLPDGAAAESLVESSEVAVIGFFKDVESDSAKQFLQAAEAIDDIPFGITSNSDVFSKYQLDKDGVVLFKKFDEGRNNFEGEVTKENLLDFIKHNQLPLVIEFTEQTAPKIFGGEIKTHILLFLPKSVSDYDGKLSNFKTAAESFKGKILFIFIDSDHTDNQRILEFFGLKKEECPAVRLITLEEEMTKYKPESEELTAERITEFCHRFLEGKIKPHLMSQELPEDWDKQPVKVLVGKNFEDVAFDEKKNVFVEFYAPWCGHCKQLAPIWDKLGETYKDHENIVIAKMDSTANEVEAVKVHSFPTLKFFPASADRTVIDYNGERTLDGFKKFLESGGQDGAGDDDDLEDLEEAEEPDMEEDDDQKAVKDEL
HTR2A ag: activates the mouse 5-HT2A serotonin receptor; P35363; CHO-K1 mHTR2A beta-arrestin complementation, luminescence; percent of 30 µM serotonin response; activation, % at 7.6 µM; 360,000 tested, 0.66% active;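 active = activation above a run cutoff, the mean activation of all tested compounds plus 3 SD, cut at about 14% in these data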;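 note: 0% = plate median of compound wells and 100% = 30 µM serotonin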
Target sequence (P35363 whole entry, looked up): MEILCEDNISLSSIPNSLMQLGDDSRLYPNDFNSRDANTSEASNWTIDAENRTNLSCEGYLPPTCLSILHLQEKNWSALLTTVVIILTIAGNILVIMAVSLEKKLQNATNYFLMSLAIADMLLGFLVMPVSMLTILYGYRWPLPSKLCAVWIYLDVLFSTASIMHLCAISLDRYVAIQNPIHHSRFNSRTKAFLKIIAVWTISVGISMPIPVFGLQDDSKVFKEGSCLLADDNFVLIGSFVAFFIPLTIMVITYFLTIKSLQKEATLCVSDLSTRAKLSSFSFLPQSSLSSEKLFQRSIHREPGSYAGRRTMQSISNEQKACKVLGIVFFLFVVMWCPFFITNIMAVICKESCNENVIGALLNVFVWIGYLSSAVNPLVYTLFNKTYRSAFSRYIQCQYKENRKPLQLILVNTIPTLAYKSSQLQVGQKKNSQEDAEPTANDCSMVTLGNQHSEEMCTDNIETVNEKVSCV
aDG glyco act: alpha-DG glycosylation activation; 360,000 tested, 0.22% active; activation, % at 10 µM; Pro5-aDG cells, alpha-DG glycosylation AlphaScreen (IIH6); 0% Pro5, 100% B10-LARGE cell signal; AID 624168;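 active = activation of at least 8% versus controls, or a plate z-score of at least 8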;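 note: Pro5 are CHO cells carrying HIG-tagged alpha-DG that lacks glycosylation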
Exocytosis inh: blocks lytic granule exocytosis | TALL-104 LAMP-1 surface exposure, flow cytometry; cells stimulated with thapsigargin and PMA | inhibition, % at 10 µM | 360,000 tested, 0.66% active | AID 651702;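 active = inhibition above about 55%, limit read from the data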
* marks the source's active call; other numbers are inactive results; . = no result given.

Results follow in this order: ABCB6 inh MLPCN	H9c2 protect	Glyco luc inh	iPSC survival up	Vif imaging	CaV13 FRET inh	PDI turbidity	HTR2A ag	aDG glyco act	Exocytosis inh
COc1ccccc1Cn1c(=S)[nH]c2ccccc2c1=O
→ 96	-1	3	-0.7	3	-21	-3	11	0.0	-10
Cc1cccc(NC(=O)C23CCC(C)(/C(=N/O)C2)C3(C)C)c1 (configuration not stated)
→ 91	8	-1	-3.4	-3	-6	-7	-3	-0.1	-4
O=C(COC(=O)/C=C/c1ccc(Br)o1)NC1CCCCC1
→ 97	-5	0	0.4	6	-5	-1	6	-0.2	0
NS(=O)(=O)c1ccc(NC(=O)c2ccc(-c3ccccc3)cc2)cc1
→ 94	5	0	0.5	4	9	-2	-4	0.4	0
Cc1ccc(OCC(=O)c2c(O)c3ccccc3oc2=O)cc1C
→ 103	1	3	-0.1	-14	.	2	-2	-0.1	13
N#Cc1ccc(S(=O)(=O)N2CCN(CC(=O)Nc3ccccc3C(=O)NC3CC3)CC2)cc1
→ 92	11	-4	-0.1	2	-4	-87	2	-0.2	7
CCCC(=O)Nc1ccc(Cl)c(-c2nc3ncccc3o2)c1
→ 94	-2	1	-0.4	.	-5	5	3	0.1	15
CN1CCN(Cc2nc3c(c(=O)n(C)c(=O)n3C)n2CCCc2ccccc2)CC1
→ 99	-6	3	-2.0	12	-5	4	4	2.2	-2
COc1ccc(C(=O)n2c(C)c(CCO)c(=O)n2C)cc1
→ 102	1	2	-1.9	-4	-5	-2	1	-0.3	1
CC1CC1C(=O)OCC(=O)Nc1cccc(Br)c1 (configuration not stated)
→ 98	-6	1	-0.3	-9	-4	-5	2	0.3	11
CC(NC(=O)C1CCC1)c1ccc(Cl)cc1 (configuration not stated)
→ 97	0	1	3.1	0	-4	0	5	0.3	-2
CCC(=O)N1Cc2cc(C(=O)NCC(F)(F)F)nc(-c3cccc(-c4cncnc4)c3)c2[C@@H]1CCO
→ 97	.	.	-0.1	.	-6	.	0	-0.3	-8
CCOC(=O)c1ccc(-n2c(C)nc3ccccc3c2=O)cc1
→ 94	10	0	6.3	10	.	5	-2	0.7	-3
COc1cnc(-c2ccccc2)nc1Oc1cccc(C)c1C
→ 97	-25	1	3.2	-2	.	-1	4	0.0	-6
O=C(N/N=C/c1ccc(O)c([N+](=O)[O-])c1)C1CC1(c1ccccc1)c1ccccc1 (configuration not stated)
→ 104	4	2	-3.5	4	-4	-8	7	1.4	5
O=C(CN1C(=O)c2cccc3cccc(c23)C1=O)N1CCN(c2ccccn2)CC1
→ 100	10	1	-0.3	9	-4	-5	-2	0.0	-2
COc1ccccc1C(=O)NNC(=O)c1ccc(O)cc1
→ 94	-3	-1	-2.4	-6	-5	3	-3	-0.4	25
CC(Sc1nc2ccccc2c(=O)n1C)C(=O)N(C)C1CCCCC1 (configuration not stated)
→ 74*	-9	-2	-0.4	-12	-5	3	0	3.8	2
Cc1ccc(-c2nnn(CC(=O)N3C(C)CCCC3C)n2)cc1 (configuration not stated)
→ 96	6	-4	0.8	-3	-21	5	2	0.5	7
NC(=O)c1ccc(Br)c(S(=O)(=O)N2CCCCC2)c1
→ 104	-5	-1	0.2	22	-7	-4	-3	0.1	-6

Quoted from the listing.
In Vif imaging, Cc1ccc(OCC(=O)c2c(O)c3ccccc3oc2=O)cc1C shows -14
In aDG glyco act, O=C(COC(=O)/C=C/c1ccc(Br)o1)NC1CCCCC1 shows -0.2

Next section.
Results follow in this order: ABCB6 inh MLPCN	H9c2 protect	Glyco luc inh	iPSC survival up	Vif imaging	CaV13 FRET inh	PDI turbidity	HTR2A ag	aDG glyco act	Exocytosis inh
COc1ccc(C(=O)Nc2nc(C)cs2)cc1S(=O)(=O)N1CCCC1
→ 92	14	-1	-0.6	-5	7	3	-4	-0.5	2
O=C(CCCSc1nc2ccccc2[nH]1)Nc1ccccc1
→ 100	6	2	1.8	-6	-4	4	-1	-0.1	-5
O=C(COc1ccc(/C=N/NS(=O)(=O)c2ccccc2)cc1)NCc1ccccc1
→ 103	-2	-5	3.9	-10	.	-1	0	0.2	3
COc1cccc(-c2cn3nc4c(nc3n2)CCCC4)c1
→ 101	-38	-17	-2.6	12	.	-8	0	0.2	-1
CCCCNC(=O)CSc1nc(N)c(C(=O)Nc2ccc(OC)cc2)s1
→ 103	0	2	-0.1	-2	-4	1	2	-0.1	-7
Cn1c(N)c(C(=O)COC(=O)/C=C/c2ccc(Cl)c(Cl)c2)c(=O)n(C)c1=O
→ 103	-12	1	1.8	6	-6	1	-6	1.5	-3
CC1=C(CC(=O)O)c2cc(F)ccc2/C1=C/c1ccc(S(C)=O)cc1 (configuration not stated)
→ 99	12	4	-2.7	-5	-6	0	0	0.2	7
N#CC1(NC(=O)COC(=O)c2ccccc2[N+](=O)[O-])CCCCC1
→ 96	-2	2	0.3	24	-6	20	2	0.0	0
COC(=O)c1ccccc1N/C=C1\CCc2c(c(C)nn2-c2ccccn2)C1=O
→ 89	10	6	-1.1	0	.	-6	10	0.1	65*
CCOC(=O)C1=C(N)Oc2c(c(=O)[nH]c3ccccc23)C1c1ccccc1 (configuration not stated)
→ 98	3	1	1.0	29	-3	-11	-5	-0.1	-1
O=C(N/N=C/c1ccc(OC2CSC2)cc1)c1ccc(CN2CCOCC2)cc1
→ 93	3	-1	-2.0	-5	-3	-3	0	0.7	0
C=CC[N@@+]12CC[C@]34c5ccccc5N5/C=C6\C7N(/C=C(\C53)[C@@H](C[C@@H]41)/C(=C/CO)C2)c1ccccc1[C@@]71CC[N@@+]2(CC=C)C/C(=C\CO)[C@@H]6C[C@@H]12 (some centres not stated)
→ 113	-10	3	1.6	25	-5	2	3	0.3	2
CC(=O)Nc1c(C(=O)O)oc2ccc(Cl)cc12
→ 100	2	1	-0.1	1	-5	-8	5	0.0	2
N#C/C(=C\c1ccc(O)c(O)c1)S(=O)(=O)c1ccccc1
→ 96	51*	-5	3.3	32	-4	3	-7	-0.1	0
Cc1ccc(C(=O)NCC(=O)N2CCN(c3ccccc3)CC2)cc1
→ 108	-7	-1	-0.1	-1	-6	-4	2	0.1	0
CCCCOc1ccc(-c2ncc(Cl)cn2)cc1
→ 104	2	0	0.3	-2	-9	-4	6	0.1	3
CCC(=O)Nc1ccc(N2CCCCC2)c(C(=O)Nc2ccc(OC)cc2)c1
→ 101	-1	0	0.8	-18	-3	-6	-1	0.3	7
Cc1ccc(S(=O)(=O)CCSc2nc(C)cc(C)c2C#N)cc1
→ 99	-2	-6	5.7	-7	.	16	-3	-0.6	-2
COC(=O)CSc1nc(C)c(Oc2ccccc2)c(=O)[nH]1
→ 106	6	3	-2.1	-9	0	4	1	-0.2	2
COc1ccc(/C=C/C(=O)Nc2ccccc2C(=O)NCC(c2ccc(OC)cc2)N(C)C)cc1 (configuration not stated)
→ 99	13	0	-0.6	8	-8	-11	-17	-0.1	55
Cc1ccc(CN2CC(C(=O)N3CCN(S(=O)(=O)c4ccc(C(C)C)cc4)CC3)CC2=O)cc1 (configuration not stated)
→ 98	-7	0	-0.1	1	-4	10	-2	0.7	-1
Nc1c(OS(=O)(=O)c2ccccc2)cccc1OS(=O)(=O)c1ccccc1
→ 98	-10	-3	-2.2	2	-8	-5	-8	0.0	-4
CCc1ccccc1NC(=O)c1ccc(-n2c(C)ccc2C)cc1
→ 95	2	1	-4.7	26	-3	-6	-7	0.0	-1
O=C(COC(=O)CSc1ccc2ccccc2c1)NC1CC1
→ 97	-1	-1	-1.1	3	-1	11	3	-0.4	9
COc1ccc(CN2C(=O)/C(=C/c3ccncc3)SC2=S)cc1
→ 97	-11	6	-1.1	-2	-6	0	-4	0.5	-12
CC[C@@H](NCCCn1ccc(NC(=O)OCc2ccccc2)nc1=O)c1ccccc1
→ 100	8	-2	-3.1	9	-4	7	-4	0.1	-2
COc1cccc(-c2csc(N3CCN(Cc4ccccc4)CC3)n2)c1
→ 93	-4	0	3.9	13	-4	-3	-2	0.0	-2
Cc1nc2ccccc2c2oc(C(=O)N3CCCC(C)C3)cc12 (configuration not stated)
→ 95	0	-2	0.5	-6	-7	-8	4	0.3	0
NC(=O)c1ccsc1NC(=O)c1ccc([N+](=O)[O-])o1
→ 87	78*	7	-0.5	-3	-3	-4	1	0.3	2
COc1cc2ccccc2cc1C(=O)Nc1cccnc1
→ 91	-4	0	-0.9	-10	-5	3	-7	-0.1	-2
CN(C(=O)COC(=O)c1cccc(Cl)c1)C1CCS(=O)(=O)C1 (configuration not stated)
→ 105	-2	0	-0.4	34	-2	1	-4	0.1	-4
CC(C)NC(=O)CN1CCN(c2ncccn2)CC1
→ 95	2	1	2.1	0	.	7	2	-0.1	-1
O=C(O)C(C(=O)O)=C1C2CC3CC(C2)CC1C3
→ 101	-2	0	0.5	-8	-4	0	-1	0.0	-2
CCN(CC)C1=N/C(=C\c2ccc(OC)cc2)C(=O)N1c1ccccc1
→ 100	-14	-13	-1.2	-18	-3	0	-1	0.2	-6
CCOC(=O)c1c(NC(=O)CSc2nnc(-c3ccccc3C)n2C)sc(C(C)=O)c1C
→ 97	-17	-1	-0.2	-20	-6	-1	-4	-0.2	2
O=C1N(Cc2cccnc2)C[C@@H]2C[C@@H](c3ccc(C(F)(F)F)cc3)N3CCC[C@@]123
→ 106	-1	1	-1.7	.	2	11	3	0.3	-2
CCOc1ccccc1N1CC(C(=O)N(C)Cc2cccnc2)CC1=O (configuration not stated)
→ 95	2	-2	-0.2	30	-4	-2	1	0.3	-3
COc1ccc(-c2nnc(SCC(=O)N3CCN(c4ccccc4)CC3)o2)cc1OC
→ 98	7	3	-0.7	-2	-4	.	4	0.0	2
CC(=O)N1CCN(CC(=O)Nc2cc(F)ccc2C)CC1
→ 97	-3	0	-0.1	10	-3	7	3	-0.1	-4
CCOc1ccc(NC(=S)NC23CN4CN(CN(C4)C2)C3)cc1
→ 96	-3	0	-0.7	18	-5	-3	3	-0.6	-4
O=C(Oc1ccc2ccccc2c1)c1cncc(Br)c1
→ 100	-10	1	-2.0	2	-10	1	0	0.0	0
COCCOC(=O)C1=C(N)Oc2c(oc(CO)cc2=O)C1c1c(F)cccc1Cl (configuration not stated)
→ 93	12	-3	-0.3	0	-3	.	0	0.0	-3
CCC1CN(C(=O)N2CCC(C(=O)NCCc3ccc(OC)cc3OC)CC2)c2ccccc2O1 (configuration not stated)
→ 97	4	-1	-0.6	3	-14	-8	3	0.1	50
O=C(C1CC1)N1CCN=C1SCc1ccc(F)cc1
→ 100	2	0	5.8	-5	2	.	-2	-0.1	4
CCOc1ccccc1C(=O)NC(C(=O)N(C)c1c(N)n(Cc2ccccc2)c(=O)[nH]c1=O)C(C)C (configuration not stated)
→ 98	5	2	2.1	8	-1	-6	6	-0.2	-3
Cc1c(C(=O)N2CCCC2)sc(NC(=O)c2cccc(Cl)c2)c1C#N
→ 104	-7	0	-1.7	-6	-8	-1	13	0.1	-2
CC(C)C[C@H]1CN=C(Nc2ccccc2)N1CCCC1CCCC1
→ 99	-14	-3	-0.9	-2	-10	-2	0	0.6	0
COc1ccc(C(=O)NCCNc2ncc(C(F)(F)F)cc2Cl)cc1[N+](=O)[O-]
→ 95	3	4	-0.4	2	-2	-4	-7	0.4	1
Cc1nn(C(C)C(=O)NCc2ccccc2F)c(=O)c2nn(-c3ccccc3)c(C)c12 (configuration not stated)
→ 97	0	-1	-0.5	-1	-2	9	-6	0.0	-1
